Artemis endo inh: Artemis endonuclease inhibitors, primary screen, biochemical, fluorescence intensity, FAM/BHQ-1 hairpin substrate. AID 686954, 2013. inhibition, % at 10 µM. recombinant Artemis, quenched FAM hairpin cleavage fluorescence. Protein artemis (Homo sapiens), Q96SD1. 30,000 tested, 0.78% active;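 active = at 10 µM dose, at least 30% inhibition, measured as corrected fluorescence normalized to stimulator and neutral control wells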
Target sequence (Q96SD1 whole entry, looked up): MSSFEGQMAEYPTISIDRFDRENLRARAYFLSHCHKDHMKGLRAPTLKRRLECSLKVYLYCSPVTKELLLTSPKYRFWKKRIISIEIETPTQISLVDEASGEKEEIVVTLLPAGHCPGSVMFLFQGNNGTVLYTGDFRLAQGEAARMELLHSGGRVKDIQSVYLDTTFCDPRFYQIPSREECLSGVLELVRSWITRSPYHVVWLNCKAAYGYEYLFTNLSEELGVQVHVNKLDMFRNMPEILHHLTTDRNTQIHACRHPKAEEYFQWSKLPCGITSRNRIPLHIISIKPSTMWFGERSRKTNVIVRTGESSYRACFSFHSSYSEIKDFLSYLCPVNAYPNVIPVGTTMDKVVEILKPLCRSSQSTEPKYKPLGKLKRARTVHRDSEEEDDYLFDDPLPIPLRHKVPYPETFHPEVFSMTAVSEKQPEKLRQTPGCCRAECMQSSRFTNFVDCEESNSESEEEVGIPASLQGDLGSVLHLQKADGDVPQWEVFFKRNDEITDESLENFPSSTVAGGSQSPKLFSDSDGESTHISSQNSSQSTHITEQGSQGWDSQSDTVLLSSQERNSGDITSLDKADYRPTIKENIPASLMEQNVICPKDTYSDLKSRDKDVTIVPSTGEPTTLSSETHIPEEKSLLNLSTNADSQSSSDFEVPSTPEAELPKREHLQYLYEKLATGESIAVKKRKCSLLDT
* hit, by the source's call. Only part of the results is shown (hit frequency here may not be typical).

SMILES	Artemis endo inh
O=S(=O)(c1ccc(Cl)nc1)N1CCN(Cc2ccc3c(c2)OCO3)CC1	3.9
O=C(Nc1ccccn1)NC1CCCCC1	4.3
CCOc1ccc(-c2noc(COC)n2)cc1OC	-1.5
C=CCn1c(SCC(N)=O)nnc1-c1cccc(Br)c1	-1.1
COc1ccccc1N1CCN(C2CCN(C(=O)c3cccs3)CC2)CC1	2.9
CCCn1c(N2CCN(CC(=O)c3c(C)n(C)c4ccccc34)CC2)nc2c1c(=O)[nH]c(=O)n2C	4.4
CC(C)CC(O)(CC(C)C)C(=O)NNc1ccccc1	-3.6
COc1ccc(Br)cc1CN1CCCC(C(=O)N2CCCCCC2)C1 (stereo unspecified)	-0.7
COc1ccccc1N=c1scc(-c2ccc3c(c2)NC(=O)CO3)n1CC1CCCO1 (stereo unspecified)	-2.5
CC(Sc1cnc2ccccc2n1)C(=O)O (stereo unspecified)	5.1
O=C1c2ccccc2C(=O)N1Nc1ccccc1	-2.0
Cc1nn(C)c(C)c1CN(C)S(=O)(=O)c1ccc2ccccc2c1	-11.7
c1cn2cc(CSC3CCCCC3)nc2s1	8.2
CCC(c1nnnn1Cc1ccc(F)cc1)N1CCN(C2CCCCC2)CC1 (stereo unspecified)	0.1
Cc1ccc(-c2nc(C#N)c(NCc3ccco3)o2)cc1	-9.0
CC(=O)c1ccc(OCC(C)C)c(CN2CCCCC2)c1	-0.9
COc1ccc2c(c1OC)C(=O)OC2CC(=O)c1ccc(O)cc1 (stereo unspecified)	-0.3
CNc1nc(CC(C)=O)ns1	1.5
CCNc1ccc(Br)cc(C(=O)/C=C/c2ccc3c(c2)OCO3)c1=O	34.3*
CC(=O)/C(=C/Nc1ccc(Oc2ccccc2)cc1)c1ccccc1	1.7
CN(C)C=Nc1c(Br)cc(Br)c2nonc12	0.4
Cc1cccc(-n2nnnc2SC(C)C(=O)NCCC2=CCCCC2)c1 (stereo unspecified)	8.5
CCc1ccc(N(C(=O)CCC(=O)Nc2cc(C)on2)C(C(=O)NC2CCCC2)c2ccco2)cc1 (stereo unspecified)	7.5
Cc1ccc(N2C(=O)N(CC(=O)NC(c3ccccc3)c3ccccc3)C(=O)C2C)cc1 (stereo unspecified)	-3.5
CC(C)(Oc1ccc(Cl)cc1)C(=O)Nc1ccc2oc(-c3ccncc3)nc2c1	7.6
Following part:
SMILES	Artemis endo inh
CCOC(=O)c1[nH]c(C)c(C(=O)N2CCN(C(=O)OCC)CC2)c1CC	1.2
CCCN1C(=O)C(O)(CC(=O)c2cccc(OC)c2)c2ccccc21 (stereo unspecified)	-2.5
COc1ccc(N2CCN(C(=O)CCn3nnc4ccccc43)CC2)cc1	1.1
O=C(COC(=O)c1ccccc1Nc1cccc(C(F)(F)F)c1)NCc1ccco1	12.1
Nc1c(C(=O)NCCN2CCOCC2)c2nc3ccccc3nc2n1-c1cccc(F)c1	7.6
COc1ccc(/C(N)=N/OC(=O)Oc2ccccc2)cc1	11.6
c1ccc(C2=NC(c3ccccc3)N=C(c3ccccc3)N2)cc1	-3.2
N#CC1(C#N)CC(C=O)=C(N)C1(C#N)CC(=O)c1ccc(F)cc1 (stereo unspecified)	-2.8
CNC(=O)c1ccc(-c2ccc(OC)cc2)s1	1.2
CCc1ccc(/C=C\C(=O)N2CCc3ccccc3C2)cc1	2.7
CCC1CCCCN1C(=O)CSc1nnc(-c2ccc3c(c2)OCCO3)o1 (stereo unspecified)	-7.0
CCOC(=O)c1c(N)sc(C(=O)N2CCCC2)c1C	1.1
N=c1c(C(=O)NCc2ccc(F)cc2)cc2c(=O)n3ccccc3nc2n1CC1CCCO1 (stereo unspecified)	20.2
Cc1cc(NC(=O)COc2cccc(Oc3ccccc3)c2)no1	-0.8
CCCn1c(N)c(C(=O)COC(=O)c2c(C)noc2C)c(=O)n(C)c1=O	1.9
c1ccc(Oc2cc(-n3cccn3)ncn2)cc1	10.9
Cc1ccc(S(=O)(=O)N(CC(=O)NCCSc2ccccn2)c2cc(C)cc(C)c2)cc1	0.7
O=C(O)CCNc1ccc2c(c1)OCCO2	3.2
O=C1CC(SCc2nc3ccccc3[nH]2)C(=O)N1c1ccc(Cl)cc1 (stereo unspecified)	-2.1
COc1cc(OC)cc(C(=O)NC(=S)Nc2ccc3c4c(cccc24)CC3)c1	4.4
CC(C)c1nnc(NC(=O)c2cccc(-n3cnnn3)c2)s1	-5.7
COc1ccc(Cc2nc(C(=O)Nc3ccccc3)cs2)cc1	5.1
CCN(CC)C(=O)CSc1nnc([C@H](CCSC)NC(=O)OC(C)(C)C)o1	2.7
COCC(=O)NCCNc1nc2ccc(C)cc2cc1C	-2.1
C=CCn1c(O)c(CN2CCOCC2)c(C)c(C#N)c1=O	-5.1

Five entries out of the list, sorted by count of non-hydrogen atoms, low to high:
SMILES	Artemis endo inh
CC(C)c1nnc(NC(=O)c2cccc(-n3cnnn3)c2)s1	-5.7
N#CC1(C#N)CC(C=O)=C(N)C1(C#N)CC(=O)c1ccc(F)cc1 (stereo unspecified)	-2.8
CCOC(=O)c1[nH]c(C)c(C(=O)N2CCN(C(=O)OCC)CC2)c1CC	1.2
CCN(CC)C(=O)CSc1nnc([C@H](CCSC)NC(=O)OC(C)(C)C)o1	2.7
COc1cc(OC)cc(C(=O)NC(=S)Nc2ccc3c4c(cccc24)CC3)c1	4.4

Remaining list, next part:
SMILES	Artemis endo inh
CCOC(=O)N1CCN(C2OC(=O)c3ccccc32)CC1 (stereo unspecified)	-7.3
CCOC(=O)CSc1nnc(-c2cccnc2)n1Cc1ccccc1	-0.2
Cc1ccc(Oc2ccc(N)cc2)cc1	-8.0
CCOC(=O)c1cnn(-c2cc(C)c3ccccc3n2)c1N	-4.1
c1ccn2cc(CSC3=NCCS3)nc2c1	6.1
CC12CC(c3ccccc3O1)N(C(=O)c1ccco1)C(=O)N2c1ccccc1 (stereo unspecified)	-0.4
Cc1sc2ncnc(NCC3CCCO3)c2c1C (stereo unspecified)	-11.4
CCC(=O)N1CCc2cc(S(=O)(=O)CCC(=O)Nc3cccc(F)c3)ccc21	-6.7
CCOC(=O)C1CCCN(c2nc3ccccc3nc2C(C#N)C(=O)OCCOC)C1 (stereo unspecified)	7.2
O=C(O)c1cccc2cccnc12	1.6
CC(C)(NO)/C(=N\O)c1ccc(Cl)cc1	-0.8
CCCCC(=O)Nc1ccc(NC(=O)C2CC2)nc1	-4.5
CC(=O)Nc1nc2ccc(-c3nc4ccccc4o3)cc2s1	16.1
COCCN(C(=O)COc1ccc(Cl)cc1)c1nnc(-c2cccnc2)s1	-5.7
Cc1cc(NC(=O)c2c([N+](=O)[O-])c(C)nn2C)no1	3.0
CC1CCN(c2nc3ccc(C(=O)O)cc3s2)CC1	-7.0
CSCCC(NS(=O)(=O)c1ccc(Cl)cc1)C(=O)OCC(=O)NC1CC1 (stereo unspecified)	-2.7
Cc1ccc(OS(=O)(=O)c2ccccc2)c(/C=N/N=C2\NC(=O)C(C)S2)c1 (stereo unspecified)	17.9
Cc1onc(-c2ccccc2Cl)c1C(=O)NCc1ccc(S(N)(=O)=O)cc1	-1.3
COc1cc(C(=O)O)cc(OC)c1OCc1cc(C(=O)O)oc1C	-17.1
O=CN1CCN(C(=O)c2ccccc2F)CC1	-3.9
CCc1nc2n[nH]c(N)c2c2c1CCCC2	-15.1
Fc1ccc(Sc2nc(-c3ccccc3)nnc2C(F)(F)F)cc1	7.5
Cc1noc(-c2ccccc2OC(=O)c2ccccc2)n1	2.1
CCC(=O)c1ccc(N2CCCCCC2)c(F)c1	-7.2

Reprinted at random: two compounds from above, in no set order.
SMILES	Artemis endo inh
CC(C)(NO)/C(=N\O)c1ccc(Cl)cc1	-0.8
Cc1cc(NC(=O)c2c([N+](=O)[O-])c(C)nn2C)no1	3.0

The list continues.
SMILES	Artemis endo inh
O=c1oc(-c2ccc(F)cc2)nc2ccsc12	6.8
CC1(C)Cc2c(C#N)c(N3CCOCC3)nc(-c3ccccc3)c2CO1	-2.0
Cc1ccc(C2=NNC(C(O)C(O)C(O)CO)S2)cc1 (stereo unspecified)	3.7
COc1ccc(C2CC(c3ccc(Cl)cc3)Nc3nc(NC(=O)c4ccco4)nn32)cc1 (stereo unspecified)	54.5*
COc1ccc(Cl)cc1NC(=O)CN(C)C1CCCCC1	-1.8
CCC(C)(C(=O)NC1CCCC1)N(CC1CCCO1)C(=O)CNC(=O)c1ccccc1 (stereo unspecified)	1.5
O=C(CN1C(=O)c2cccc3cccc1c23)Nc1cccnc1	1.4
CN1C(=O)CC(N2CCC(C(N)=O)CC2)C1=O (stereo unspecified)	-1.9
O=C1Nc2ccc(S(=O)(=O)NCCC3=CCCCC3)c3cccc1c23	12.0
NC(=O)c1cc2cc(Br)ccc2oc1=NCc1ccccc1	0.9
O=c1[nH]ncc2c3ccccc3n(Cc3ccccc3F)c12	4.3
CCOC(=O)N1CCN(C(=O)CCCn2nc(C)c3sc4ccccc4c3c2=O)CC1	5.5
COc1ccc(N2CC(C(=O)NCc3ccccc3)CC2=O)cc1 (stereo unspecified)	-4.2
O=c1[nH]c2ccc(NC(=S)Nc3ccc(Cl)cc3)cc2[nH]1	1.9
CCC(CC)C(=O)Nc1ccc(C)c(O)c1	4.9
COc1cccc(N2C(N)=NC(N)=NC2(C)C)c1	0.2
COC(=O)C1=C(C)NC(=O)C1(NC(=O)CN1CCCC1=O)C(F)(F)F (stereo unspecified)	-5.0
COc1ccc(N(C(=O)COc2ccccc2OC)S(=O)(=O)c2ccc(C)cc2)cc1	-2.3
CCOc1ccc(N2CC(C(=O)NC(C)C)CC2=O)cc1 (stereo unspecified)	-9.5
O=C(c1ccc(Br)o1)N1CCN(c2ncccn2)CC1	2.8
CCNC(=O)CSc1nc2ccccc2c(=O)n1OC	5.8
N#Cc1c(-c2ccccc2)c(-c2ccccc2)nn(CC(=O)NNC(=O)Nc2ccccc2)c1=O	9.7
CC(C)(C)CNC(CO)C12CC3CC(CC(C3)C1)C2 (stereo unspecified)	1.8
COCCNC(=O)COc1ncnc2ccc(Br)cc12	5.4
O=c1cc2n(c(=O)[nH]1)CCC1=C2CCCC1	2.5

Single values from the entries so far:
`Cc1ccc(C2=NNC(C(O)C(O)C(O)CO)S2)cc1` (stereo unspecified) in Artemis endo inh is entered as 3.7
`CCc1ccc(/C=C\C(=O)N2CCc3ccccc3C2)cc1` in Artemis endo inh is entered as 2.7
`CC(C)c1nnc(NC(=O)c2cccc(-n3cnnn3)c2)s1` in Artemis endo inh is entered as -5.7
`CCOC(=O)C1CCCN(c2nc3ccccc3nc2C(C#N)C(=O)OCCOC)C1` (stereo unspecified) in Artemis endo inh is entered as 7.2
`NC(=O)c1cc2cc(Br)ccc2oc1=NCc1ccccc1` in Artemis endo inh is entered as 0.9

Next section
SMILES	Artemis endo inh
CCOC(=O)C1=C(C)NC(C)=C(C(=O)OCC)C1C1=COCCO1	-5.5
Cn1nc(C(=O)Nc2nc3ccc(S(C)(=O)=O)cc3s2)ccc1=O	3.7
CCOC(=O)Nc1cc2c(C)cc(=O)oc2cc1C	-8.0
CN(CCNC(=O)CN1CCN(Cc2ccccc2Cl)C1=O)Cc1ccccc1	-1.0
O=C(Cn1nnc(-c2ccc3c(c2)OCO3)n1)N1CCOCC1	-17.6
CCOC(=O)n1c(=O)n(Cc2ccc(Cl)c(Cl)c2)c2ccccc21	9.5
CC12CCC(C(=O)N(CSC(=S)N/N=C\c3ccccc3)C1=O)C2(C)C (stereo unspecified)	7.8
CC(=O)c1cc(-c2ccccc2)n(CCC(=O)NCc2cccs2)c1C	-1.4
N#Cc1ccc(-c2ccc(Cl)cc2)nc1SCC(=O)c1cccc(Cl)c1	-4.7
C=CCOC(=O)CCC(=O)Nc1cccc2ccccc12	-5.6
Cc1ccc(N2C=Nc3ccc(C)c4nc(C)cc2c34)cc1	12.7
CCCCCOc1ccc(Cl)cc1CN1CCOCC1	0.9
Cc1cc(/C=C(\C#N)C(=O)NCc2ccco2)c(C)[nH]1	-5.4
CCC1=Nc2ccc(Br)cc2C(c2ccccc2)N1CC(=O)OC (stereo unspecified)	-4.1
COc1ccc(/C=C/C(=O)NC(=S)NNC(=O)c2ccco2)cc1	4.9
O=C(CNS(=O)(=O)/C=C/c1ccccc1)OCC(=O)N1CCC(Cc2ccccc2)CC1	0.7
COc1ccccc1/C=C/C1=NC(=C\N(C)C)/C(=O)O1	-4.7
COc1ccc(OC)c(C(=O)COC(=O)c2c(OC)cccc2OC)c1	2.6
COc1cccc(OCC(O)CN(CCO)Cc2ccccc2)c1 (stereo unspecified)	-10.2
CSc1nc(NC(C)C)nc(N2CCOCC2)n1	-8.6
CN(C)C(=O)c1ccc2c(c1)n(C)c(=O)n2C	-4.2
COC(=O)c1[nH]c2cccc(OC)c2c1NC(=O)CCN1CC(C)CC(C)C1 (stereo unspecified)	2.4
COc1ccccc1N1CCN(C(=O)c2cccc(N3C(=O)NC4CC3(C)Oc3ccccc34)c2)CC1 (stereo unspecified)	1.1
O=C(Cc1cn2ccsc2n1)Nc1ccccn1	-8.0
Nc1cc(C(=O)O)ccc1N1CCCCC1	4.9
(further entries)
SMILES	Artemis endo inh
CCN(CC)CCOc1nnc(-c2ccc(C)cc2)c2ccccc12	-7.7
COn1c(-n2nc(C)cc2C)nc2ccccc2c1=O	-10.2
COc1cc(N2CCCC2)c(OC)cc1/C=C(/C#N)c1cccc(Br)c1	-12.3
CN(CCNC(=O)c1cccc(N2CCCC2=O)c1)Cc1ccccc1	-2.4
COc1ccc(C(=O)Nc2cc(C)ccc2NC(=O)COc2ccccc2)cc1	4.0
CC(C)C(C(=O)NCC1CCCO1)N(Cc1ccco1)C(=O)CNS(=O)(=O)c1ccc(F)cc1 (stereo unspecified)	-2.7
O=C1C2C3C=CC(C4CC34)C2C(=O)N1/N=C/c1ccc(-c2ccc(Cl)cc2[N+](=O)[O-])o1 (stereo unspecified)	17.1
C=CCn1c(N)nc2ccccc21	-10.6
O=c1oc(-c2cccs2)nc2scc(-c3cccs3)c12	5.7
COC(=O)c1cc2nc(-c3ccccc3)cc(C)n2n1	8.7
COc1ccccc1C(=O)Nc1ccc(S(=O)(=O)N2CCOCC2)cc1	-3.5
Cc1sc(NC(=O)c2cc(-c3ccc(Cl)cc3)nc3ccccc23)c(C(N)=O)c1C	19.2
Cn1c(=O)c([N+](=O)[O-])c(NCc2ccccc2)c2ccccc21	3.9
COc1ccc(-n2nnnc2SCC(=O)c2cc3ccccc3o2)cc1	0.4

Assay outcomes deposited in PubChem BioAssay by Sanford-Burnham Center for Chemical Genomics.
